Screens from PubChem.
NCI-60 one-dose screen, 48 h, at 10 µM unless noted. Numbers give growth in % (100 = growth as untreated, 0 = no growth, -100 = all killed).
U251: U251 CNS tumor cells; actives 5.4% (n = 80,000); AID 1794753
PC-3: PC-3 prostate cancer cells; actives 3.9% (n = 80,000); AID 1794754
SK-OV-3: SK-OV-3 ovarian cancer cells; actives 3.2% (n = 80,000); AID 1794785
OVCAR-4: OVCAR-4 ovarian cancer cells; actives 3.7% (n = 80,000)
SF-295: SF-295 CNS cancer cells | actives 5.6% (n = 79,000)
OVCAR-5: OVCAR-5 ovarian cancer; actives 2.9% (n = 82,000); AID 1794783
OVCAR-3: OVCAR-3 ovarian cancer | actives 7% (n = 79,000)
OVCAR-8: OVCAR-8 ovarian cancer. actives 4.4% (n = 81,000)
DU-145: DU-145 prostate cancer. AID 1794760. actives 4.2% (n = 81,000)
* marks the source's active call; other numbers are inactive results; . = not tested or not shown; & = joins results of further samples; [ ] = another dose, or the depositor's remark. Rule for the calls: active = growth percent below 10; inactive = the rest. Outcome played no part in choosing rows, and some 11% of all compounds hit somewhere here.

SMILES	U251	PC-3	SK-OV-3	OVCAR-4	SF-295	OVCAR-5	OVCAR-3	OVCAR-8	DU-145
COC(=O)[C@]1(C)CC[C@]2(C)CC[C@]3(C)C(=CC(=O)[C@@H]4[C@@]5(C)CCC(=O)NC(C)(C)[C@@H]5CC[C@]43C)[C@@H]2C1	-89.2*[100 µM]	-65.8*[100 µM]	-16.8*[100 µM]	.	-70.6*[100 µM]	-60.8*[100 µM]	-70.4*[100 µM]	-39.8*[100 µM]	-24.1*[100 µM]
O=C(O)CC1=CCCCC1	105.2	96.0	116.6	100.4	95.2	98.5	101.0	103.7	101.9
COc1ccc(C2(c3ccc(OC)cc3)c3ccccc3Cc3c(OC)cccc32)cc1	95.3	93.5	122.3	104.7	98.0	103.3	104.7	96.0	99.8
CCC1(O)CCCC2C3CCC4CC(=O)CCC4(C)C3C(=O)CC21C (stereo not given)	95.6	89.9	86.4	110.2	102.0	96.4	105.8	105.8	106.4
Nc1c(Br)cccc1Br	93.6	99.0	104.9	117.9	125.5	108.8	114.0	93.2	114.6
CCOC(=O)c1ccc(Nc2ncnc3c2cnn3-c2cccc(Br)c2)cc1	96.8	93.5	117.6	93.7	102.8	90.0	113.9	97.2	108.0
CC1(C)C(=O)/C(=C\c2ccc(Br)cc2)C[C@]2(C)[C@H]3CC[C@@H]4[C@@H](C(=O)/C=C/c5ccc(Br)cc5)CC[C@@]4(C)[C@]3(C)CC[C@@H]12	92.4	88.4	104.0	105.0	101.7	98.4	97.6	98.6	102.8
C/C(=N/NC(N)=O)c1ccc(C)o1	103.4	104.1	110.3	97.4	110.6	115.5	119.9	110.3	106.9
Cc1ccc(C)c(CCC(O)CCl)c1 (stereo not given)	109.6	106.8	.	.	104.7	110.9	112.8	109.4	123.0
CC(C)(C)NC(=O)C1C2C=CC(O2)C1C(=O)O (stereo not given)	100.5	100.8	101.4	.	100.8	104.3	105.4	99.4	104.6
NCCc1ccn[nH]1	106.0	99.9	122.0	122.3	94.8	104.9	113.9	108.8	118.9
N#C/C(=C\NC(=S)N=Nc1c(O)[nH]c2ccccc12)C(=O)c1ccc2ccccc2c1	94.9	89.4	92.0	105.4	108.6	104.6	107.1	104.5	103.1
COC1=CC(c2ccc[nH]2)=N/C1=C\c1[nH]c(C)c(C)c1CCC(=O)OCc1ccccc1	-40.4*	-27.2*	29.5	9.6*	-60.1*	7.9*	-73.8*	-11.3*	18.4
CCOC(=O)C(CNc1ccccc1)C(=O)OCC	93.5	98.2	98.9	106.6	101.1	101.5	104.8	98.2	109.4
N#Cc1c(NN)nc(=S)[nH]c1-c1cccs1	93.7	87.7	87.6	104.8	99.6	98.4	106.4	97.0	110.1
CC/C=C\C/C=C/C=C1\CC=C(CCO)C1=O	86.9	84.5	79.9	108.3	101.3	101.7	108.0	86.0	115.3
CCOC(=O)CCC(=O)O[C@H]1[C@H](O[C@@H]2[C@@H](C)[C@H](O[C@H]3C[C@@](C)(OC)[C@@H](O)[C@H](C)O3)[C@@H](C)C(=O)O[C@H](CC)[C@@](C)(O)[C@H](O)[C@@H](C)C(=O)[C@H](C)C[C@@]2(C)O)O[C@H](C)C[C@@H]1N(C)C	101.4	92.6	113.4	110.0	104.3	105.5	124.7	105.7	119.5
N#Cc1c(-c2ccc(F)cc2)n2cnnc2[nH]c1=O	96.6	101.7	105.6	111.6	110.5	93.0	128.2	112.8	124.2
Cc1ccc(-c2cc(C(=O)N=Nc3c(O)[nH]c4ccc(F)cc34)c3ccccc3n2)cc1	-30.9*	77.6	94.3	1.1*	98.7	70.0	95.3	16.8	51.1
Fc1ccc(-c2nnc(Nc3ccc(C(F)(F)F)cc3)o2)cc1	89.3	93.6	100.0	110.1	102.0	116.6	104.5	88.1	103.2
C=CCSc1ccc2c(c1)C(N1CCNCC1)=Nc1ccccc1O2	61.3[8.25 µM]	66.9[8.25 µM]	88.2[8.25 µM]	83.1[8.25 µM]	85.1[8.25 µM]	85.4[8.25 µM]	.	92.5[8.25 µM]	90.8[8.25 µM]
CCCCCCCCCCCCNC(=S)N/N=C/c1ccc(OC)c(OC)c1	107.5	98.8	112.1	100.0	99.5	108.7	.	102.3	106.7
COc1ccc(C2Nc3nc(-c4ccncc4)nn3C(N)=C2C#N)cc1 (stereo not given)	96.0	.	109.8	114.2	106.3	.	113.5	100.4	106.3
Cc1ccc(N=Nc2c(N)nn3c(-c4cc5cc(Br)ccc5oc4=O)ccnc23)cc1	13.0	88.3	98.6	102.1	49.0	54.8	107.6	54.0	52.8
NS(=O)(=O)c1ccc(NCCC(=O)c2ccc3ccccc3c2)cc1	101.9	100.4	.	95.2	100.8	94.0	108.4	99.7	101.9
O=C(c1ccc(Cl)cc1)C1Oc2ccccc2C1O (stereo not given)	89.6	97.4	102.1	99.7	93.3	100.6	.	98.0	106.1
COC(=O)[C@]1(C)CC[C@]2(C)CC[C@]3(C)C(=CC[C@@H]4[C@@]5(C)CC(=O)CC(C)(C)[C@@H]5CC[C@]43C)[C@@H]2C1	112.3	99.1	102.4	107.3	102.0	104.5	112.3	113.3	108.3
CCOC(=O)C1=C(C(=O)c2ccc(OC)cc2)C(c2ccc(OC)c(OC)c2)C(C(=O)c2ccc(OC)cc2)=C(C(=O)OCC)N1	106.5	107.3	118.1	101.9	96.5	103.2	119.6	103.4	108.5
CC(C)OC(=O)[C@]12CCC(C)(C)C[C@H]1C1=CC[C@@H]3[C@@]4(C)C/C(=C/c5ccncc5)C(=O)C(C)(C)[C@@H]4CC[C@@]3(C)[C@]1(C)CC2	.	71.9	107.7	68.4	93.1	110.0	80.0	76.2	80.9
COc1ccc(C2=Nn3c(nnc3-n3[nH]c(=O)c4ccccc4c3=O)SC2)cc1	100.3	98.4	106.3	105.6	104.1	102.5	113.9	98.1	112.5
CCn1cc(C(=O)O)c(=O)c2cc3c(cc21)OCO3	107.7&108.3	95.1&103.0	101.3&104.5	111.8&105.2	96.0&98.5	102.8&102.3	112.8&121.3	110.1&111.1	117.6&121.6
Cc1ccc(-c2nonc2NC(=O)/C(C#N)=C/c2c(Oc3ccccc3)nc3ccccn3c2=O)cc1	97.8	88.8	88.0	96.3	103.5	102.4	95.9	92.5	102.4
CCn1cc(C(=O)O)c(=O)c2cnc(N3CCCC3)nc21	103.2	101.5	108.0	105.2	94.7	102.8	119.3	100.8	119.1
CC(C)OC(=O)[C@H](C)N[P@](=O)(OC[C@@H]1[C@@H](CO[P@@](=O)(N[C@@H](C)C(=O)OC(C)C)Oc2ccccc2)C=C[C@H]1n1cnc2c(N)ncnc21)Oc1ccccc1	90.2	87.3	93.7	94.5	101.7	100.9	109.6	87.5	110.0
O=C(N/N=C/C[C@@H]1[C@@H](/C=C/[C@@H](O)CCc2ccccc2)[C@H](OC(=O)c2ccccc2)C[C@@H]1O)c1ccncc1	93.7	75.8	89.6	111.9	95.3	99.6	104.2	71.1	118.6
CCN1C2=C(SC(=S)C1=C1SC(C(=O)OC)=C(C(=O)OC)S1)SC(=Nc1ccc(OC)cc1)C2=O	-32.5*	2.9*	61.0	5.9*	2.3*	-24.6*	-61.0*	-21.7*	-46.1*
CNC(=O)OCC1OC(n2cnc3c(NC(=O)Nc4ccccc4)ncnc32)C(O[Si](C)(C)C(C)(C)C)C1O[Si](C)(C)C(C)(C)C (stereo not given)	86.0	58.9	106.1	85.8	107.7	119.6	107.0	88.8	105.9
COc1ccc(-c2cc(C(=O)N=Nc3c(O)[nH]c4ccc(OC)cc34)c3ccccc3n2)cc1	119.7	120.7	118.8	110.1	100.4	91.4	125.0	124.6	101.2
O=C(O)/C=C/c1ccncc1	95.5	95.4	84.3	118.5	97.7	98.3	77.0	103.2	101.0
Cc1ccc(CN2CCC(C(=O)Nc3ccc(-c4cc5ccccc5[nH]4)cc3)CC2)o1	39.8	2.1*	106.7	.	17.2	98.1	49.4	53.3	60.2
O=c1ccn(C2CC=C(CO)O2)c(=O)[nH]1 (stereo not given)	102.1	85.9	101.8	110.5	92.9	101.7	107.2	103.4	107.8
COc1ccc(SC2c3ccc(O)cc3Oc3nc(N)c(C#N)c(N)c32)cc1 (stereo not given)	60.9	56.1	120.4	92.9	76.8	128.7	88.1	98.0	93.1
CCc1ccc(OCc2cn(CC(=O)Nc3nc4ccccc4s3)nn2)cc1	97.1	93.6	94.5	101.5	104.7	92.9	103.0	99.0	112.2
O=C(Nc1ccccc1)Oc1c(Cl)cc(Cl)c(Cl)c1Cl	99.0	70.5	86.4	110.1	99.1	101.3	109.8	86.1	111.9
CCCCNC(=O)Oc1ccc(/C(=C(\C)c2ccccc2)c2ccc(OCCCN(C)C)cc2)cc1	76.6	81.2	82.2	88.4	94.8	83.1	90.3	86.6	91.4
S=C1N(c2ccccc2)CN(C2CCCCC2)CN1c1ccccc1	98.5	84.0	117.4	96.5	.	104.4	105.6	75.0	107.1
CC(C)NCC(O)c1ccc2ccccc2c1 (stereo not given)	107.8	108.9	113.3	.	106.6	95.1	105.3	101.7	114.5
CC(=O)CC(=O)Nc1ccc(NC(=O)CC(C)=O)c(C)c1	103.7	96.5	123.1	100.8	104.2	107.8	107.6	102.5	105.0
c1ccc(-c2n[nH]c(-c3ccccn3)n2)nc1	110.2	94.4	107.6	103.1	98.1	100.0	144.4	107.3	133.0
CN(C)c1ccc(/C=C/C(=O)c2cc(Cl)ccc2O)cc1	85.4	.	89.2	77.5	96.9	103.6	89.3	88.5	92.3
CCOC(=O)c1sc(/N=C2\NC(=O)/C(=C/c3ccc(Cl)cc3)S2)nc1C	86.8	102.0	86.0	92.7	86.5	95.3	90.9	101.9	93.8
Cc1[nH]c(/C=C/C(=O)c2cccs2)c(C)c1C(=O)NCC(F)(F)F	105.7	106.3	115.1	101.6	93.4	100.6	110.3	100.5	97.0
COC(=O)c1ccccc1C(=O)OCC(C)(C)[N+](=O)[O-]	105.9	88.2	112.3	98.7	101.5	105.3	110.2	94.4	113.1
